# GRIN3A LBD mod: binders of NR3A ligand-binding domain, primary screen, biophysical, differential scanning fluorimetry, uHTS; Glutamate receptor ionotropic, NMDA 3A (GRIN3A) ligand-binding domain; NR3A LBD differential scanning fluorimetry, Tm shift; 0% = protein alone, 100% = glycine-bound protein; Tm shift relative to glycine control, % at 25 µM; 2.5% of 340,000 active; AID 1259313, 2017;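 active means melting temperature shift of at least 10% of the positive control shift, at one fixed dose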
# TIM10 inh: growth inhibitors of isogenic TIM10 control yeast, primary screen, counter-screen for tim10-1 yeast inhibitor project, luminescence, uHTS; inhibition, % at 10 µM; S. cerevisiae TIM10 strain growth, BacTiter-Glo luminescence, 24 h; 1.4% of 330,000 active;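 active means inhibition of 40% or more at the single tested concentration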;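 further: wild-type TIM10 isogenic control strain grown at permissive 25 °C; 0% = DMSO yeast wells and 100% = minimal medium wells without yeast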
# APJ antagonist: antagonists of human apelin receptor APJ, primary screen, CHO-K1 cells, beta-arrestin complementation, luminescence | inhibition, % at 20 µM | 0.32% of 330,000 active | AID 2521, 2010;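 active means inhibition above about 40% at 20 µM, limit read from the data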;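 further: cells challenged with 10 nM apelin-13 agonist together with compound; plate controls were apelin-13 plus DMSO wells for no effect and DMSO wells lacking apelin-13 for full effect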
# Target sequence (P35414 whole entry, looked up): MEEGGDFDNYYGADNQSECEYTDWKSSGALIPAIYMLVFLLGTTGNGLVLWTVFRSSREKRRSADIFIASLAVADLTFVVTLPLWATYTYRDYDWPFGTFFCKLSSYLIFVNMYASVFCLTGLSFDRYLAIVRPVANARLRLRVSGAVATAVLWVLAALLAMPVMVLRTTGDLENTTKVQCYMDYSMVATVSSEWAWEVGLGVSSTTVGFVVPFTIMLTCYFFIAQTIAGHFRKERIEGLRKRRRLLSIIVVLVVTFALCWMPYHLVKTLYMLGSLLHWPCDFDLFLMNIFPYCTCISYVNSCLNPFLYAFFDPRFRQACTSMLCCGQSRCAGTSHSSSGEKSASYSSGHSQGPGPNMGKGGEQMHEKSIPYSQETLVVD
# MIN6 prolif: inducers of MIN6 beta-cell proliferation, primary screen, ATP luminescence, uHTS; proliferation, % at 10 µM; MIN6 cells proliferation, ATPlite luminescence, 48 h; cells starved in 0.2% serum; 100% = growth in 10% serum; 0.29% of 330,000 active;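 active means compounds whose signal lies at least 3.5 SD above the mean of all wells on their plate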;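 further: 0% = DMSO-treated cells in low-serum medium and 100% = 10% serum control; some compounds called inactive have numbers as strong as hits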
# tim10-1 inh: growth inhibitors of tim10-1 mutant yeast, primary screen, luminescence, uHTS | S. cerevisiae tim10-1 ts strain growth, BacTiter-Glo, 24 h | inhibition, % at 20 µM | 2.2% of 330,000 active | AID 463190, 2010;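 active means inhibition of at least 40%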;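 further: mutant grown at 25 °C; 0% = DMSO wells with yeast and 100% = wells holding no yeast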
# tim23-1 inh: growth inhibitors of tim23-1 mutant yeast, primary screen, luminescence, uHTS; S. cerevisiae tim23-1 growth, BacTiter-Glo luminescence, 24 h; inhibition, % at 20 µM; 1.3% of 330,000 active; AID 463212, 2010;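 active means growth inhibition of the mutant yeast at or above 50%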;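 further: temperature-sensitive mutant grown at 25 °C; plate controls were DMSO-treated mutant yeast for no effect and medium wells lacking yeast for full effect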
# MPTP block: mitochondrial permeability transition pore inhibitors, primary screen, biochemical, isolated mouse mitochondria, absorbance; AID 602449, 2012; inhibition, % at 10 µM; 1.4% of 360,000 active; Ca2+ swelling absorbance, 30 min;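 active means inhibition of 50% or more, scaled per plate between neutral and stimulator controls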;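 further: 0% = DMSO wells given calcium and 100% = 1 mM EGTA wells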
# APJ agonist: agonists of human apelin receptor APJ, primary screen, CHO-K1 cells, PathHunter beta-arrestin, luminescence. P35414. 0% DMSO wells, 100% apelin. activation, % at 20 µM. 0.11% of 330,000 active. AID 2520, 2010;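 active means activation more than six SD over the plate average, tested at 20 µM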;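 further: 0% = DMSO alone and 100% = apelin-13 at 10 nM; some results filed as inactive read as strong as hits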
#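 Incubation: overnight seeding, 90 min compound at 25 °C, 1 h detection; test system: PathHunter CHO-K1 APJ (AGTRL-1) beta-arrestin reporter cells; amount: 1000 cells/well; doses: one dose, 20 µM compound, 1% DMSO; measured by: beta-gal luminescence; measure: agonist-driven arrestin binding to APJ; benchmarks: negative DMSO alone, positive Apelin-13 at 10 nM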
# NLRP3 yeast inh: NALP3 inflammasome inhibitors in reconstituted yeast, primary screen, luminescence, uHTS; Yeast reconstituted NLRP3/ASC/caspase-1, beta-gal luminescence, 24 h; inhibition, % at 10 µM; 0.39% of 330,000 active;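 active means inhibition of 50% or more; inactive means inhibition below 50%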;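 further: plate controls were induced DMSO wells for no effect and uninduced yeast grown without galactose for full effect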
# An asterisk follows results filed as active; x = no result given.
SMILES,GRIN3A LBD mod,TIM10 inh,APJ antagonist,MIN6 prolif,tim10-1 inh,tim23-1 inh,MPTP block,APJ agonist,NLRP3 yeast inh
COc1cccc(-c2nc3cc(C)ccc3o2)c1,1.4,20.1,-1.6,-0.7,29.2,27.2,1.8,1.8,23.2
CCN(CC)C(=O)c1[nH]cnc1C(=O)NCc1ccccc1,-1.0,-1.9,2.5,0.7,25.8,2.2,0.5,-1.2,5.4
N#CC1=C2SCCN2C(=O)C(C#N)C12CCCCC2 (stereo not drawn),-1.9,3.9,2.2,-0.9,10.6,2.1,-0.3,-0.2,-18.2
CCn1ncc(Cl)c1C(=O)Nc1ccncc1,-1.2,-3.6,-4.6,-0.8,-0.3,8.5,-1.9,4.6,16.3
Cc1nc2ccccc2c(=O)n1-c1ccc(NS(=O)(=O)c2ccc(F)cc2F)cc1,1.2,11.5,14.3,3.7,-10.4,-18.5,-0.5,5.1,10.8
COc1ccc2c(c1OC)C(=O)N(C(C)C(=O)O)C2=O (stereo not drawn),-0.1,17.3,-1.7,0.3,16.9,6.7,0.7,-2.7,-6.7
c1ccc(-c2ccncc2)nc1,-0.2,-11.4,6.1,0.5,-11.7,-10.1,0.9,-1.3,12.3
COc1ccc(Nc2cc(Nc3ccccc3)ncn2)cc1,30.8*,-10.8,-3.0,-2.2,6.2,4.4,-1.0,-3.0,2.9
O=C(/C=C/c1ccccc1)NCCC1=CCCCC1,-0.7,22.8,6.3,-0.9,6.3,25.5,0.3,-1.1,31.9
COc1cc2c(cc1OC)-c1cc(NC3CCCCC3)nc(=O)n1CC2,-0.1,-18.5,10.2,0.3,6.4,1.5,1.6,-0.1,-12.1
Cc1cc(NC(=O)CSc2nc(Cc3ccc(O)cc3)c(C)[nH]2)no1,-1.6,2.8,-4.9,4.3,-1.0,6.1,-0.9,-8.7,16.3
O=C(NC1=NCCS1)c1cc(-c2ccc(F)cc2)nc2ccccc12,-28.0,51.5*,-9.7,-2.4,49.9*,59.4*,0.0,-0.7,20.3
CS(=O)(=O)Nc1ccc(C(=O)Nc2ccc(S(=O)(=O)N3CCCCC3)cc2)cc1,-4.0,2.0,11.2,-4.4,6.7,5.2,0.6,2.0,23.6
O=C(Nc1ccccc1F)c1ccccc1C(=O)Nc1ccccc1F,-2.2,1.0,20.1,0.5,-4.0,8.0,1.7,-4.7,8.4
COC(=O)CSc1nnc(COc2cccc3ccccc23)o1,1.6,-4.1,-5.6,-3.6,4.8,4.6,0.6,0.7,23.5
COc1ccc2c(=O)c3c(=O)n(-c4ccccc4)c(-c4ccco4)nc3oc2c1,-7.5,12.2,-7.6,-2.5,16.4,-15.0,2.2,-1.6,8.7
C[C@H](CO)N1C[C@H](C)[C@@H](CN(C)C(=O)Nc2ccc(C(F)(F)F)cc2)Oc2ccc(NC(=O)Cn3cnnn3)cc2C1=O,-0.7,-0.9,5.5,-4.1,-2.2,-0.6,0.1,-2.6,7.4
COc1ccc(CN(C(=O)c2cc3ccccc3oc2=O)C2CCCC2)cc1,1.5,20.1,-8.8,-0.1,29.7,15.8,4.6,-4.2,1.4
O=C(Nc1ncc2c(n1)CC(c1ccco1)CC2=O)c1ccco1 (stereo not drawn),-0.2,-9.2,-3.6,2.4,-17.2,12.3,0.7,0.1,26.6
O=C(CSc1nnc(-c2cccnc2)n1Cc1ccco1)N1c2ccccc2Sc2ccccc21,0.6,25.6,8.8,0.2,19.9,22.1,2.3,-1.1,-6.9
O=C(O)c1ccccc1-c1ccccc1C(=O)Nc1ccccc1-c1ccccc1,-1.2,1.9,-16.2,0.3,4.1,8.3,0.4,-1.0,11.9
COc1cccc(CNC(=O)CN(C)S(=O)(=O)c2cnc[nH]2)c1,-0.7,11.6,8.4,-0.2,8.4,6.6,22.8,-5.3,4.1
CCc1ccnc(NS(=O)(=O)c2ccc3c(c2)CCO3)c1,1.0,2.0,5.7,0.9,-6.2,-11.5,0.7,0.8,-12.0
C[C@@H](N)C(=O)NC[C@H]1O[C@@H](n2cnc3c(N)ncnc32)[C@H](O)[C@@H]1O,1.2,-9.0,x,x,-6.2,23.0,-1.2,x,x

# 3 entries already listed, sorted by their value in GRIN3A LBD mod, highest first.
compound	GRIN3A LBD mod
COc1ccc2c(c1OC)C(=O)N(C(C)C(=O)O)C2=O (stereo not drawn)	-0.1
O=C(Nc1ncc2c(n1)CC(c1ccco1)CC2=O)c1ccco1 (stereo not drawn)	-0.2
O=C(O)c1ccccc1-c1ccccc1C(=O)Nc1ccccc1-c1ccccc1	-1.2

# More compounds
SMILES,GRIN3A LBD mod,TIM10 inh,APJ antagonist,MIN6 prolif,tim10-1 inh,tim23-1 inh,MPTP block,APJ agonist,NLRP3 yeast inh
CCc1nc(SCC(=O)c2c[nH]c3ccccc23)n[nH]1,-19.9,-10.9,-18.1,-1.1,-20.8,-8.0,-1.3,-0.8,16.5
COc1ccc(Nc2ccnc3ccccc23)cc1,-0.8,1.4,3.7,-1.0,12.0,1.1,0.3,-3.9,5.0
O=C(O)c1cccc(Oc2ccccc2[N+](=O)[O-])c1,1.0,-8.5,-14.9,0.0,2.5,8.6,3.3,-1.2,23.9
COc1ccccc1OCc1cc(C(=O)N(C)CCC2CCCCO2)no1 (stereo not drawn),-0.9,1.0,13.7,-0.7,18.2,14.5,-0.4,-7.2,25.6
CCOC(=O)N1CCN(S(=O)(=O)c2ccc(C)c(C(=O)NC3CCCCC3)c2)CC1,1.8,10.6,-5.6,-1.6,10.7,4.6,-0.5,7.2,11.4
Cc1ccc2nsnc2c1NS(=O)(=O)c1c(C)ccc2nsnc12,-1.9,12.0,-3.8,-0.2,39.6,30.6,0.6,-0.3,23.7
CCOC(=O)c1cccc(NS(=O)(=O)c2cnc[nH]2)c1,-0.2,14.5,-0.9,-2.9,3.5,18.2,0.8,2.9,3.0
CCC1=NN=C(c2ccc(F)cc2)C(c2c[nH]c3ccccc23)N1O (stereo not drawn),3.6,4.8,8.8,-1.5,13.4,-2.5,0.8,-1.7,12.7
O=C1NCCc2cc3c(cc21)OCO3,0.7,-0.9,7.8,-1.5,-0.4,9.1,-1.0,-4.6,6.5
CC1=Nc2ccccc2N=C(NC(=O)CN2CCN(c3ccccc3)CC2)C1c1ccccc1 (stereo not drawn),1.0,-29.7,6.9,-1.6,-8.9,-17.1,0.9,-2.9,7.4
Cc1ccc(NC(=O)CN2C(=O)c3ccccc3S2(=O)=O)cc1C,-1.8,-20.8,-15.0,0.0,3.9,12.9,-0.1,-1.8,15.0
CC(C)c1ccc2[nH]c(O)c(N=NC(=S)NCCc3ccccc3)c2c1,5.7,16.8,35.9,-5.7,25.4,0.9,43.6,-4.1,13.3

# Limited to APJ agonist and MPTP block, for 2 of the compounds above:
molecule	APJ agonist	MPTP block
O=C(O)c1cccc(Oc2ccccc2[N+](=O)[O-])c1	-1.2	3.3
COc1ccccc1OCc1cc(C(=O)N(C)CCC2CCCCO2)no1 (stereo not drawn)	-7.2	-0.4

# Some of the entries so far, with two lines to a compound.
# Below each SMILES: GRIN3A LBD mod	TIM10 inh	APJ antagonist	MIN6 prolif	tim10-1 inh	tim23-1 inh	MPTP block	APJ agonist	NLRP3 yeast inh
CCOC(=O)c1cccc(NS(=O)(=O)c2cnc[nH]2)c1
    -0.2	14.5	-0.9	-2.9	3.5	18.2	0.8	2.9	3.0
Cc1cc(NC(=O)CSc2nc(Cc3ccc(O)cc3)c(C)[nH]2)no1
    -1.6	2.8	-4.9	4.3	-1.0	6.1	-0.9	-8.7	16.3

# The listing continues:
SMILES,GRIN3A LBD mod,TIM10 inh,APJ antagonist,MIN6 prolif,tim10-1 inh,tim23-1 inh,MPTP block,APJ agonist,NLRP3 yeast inh
O=C(CCC(=O)Nc1ccc(Cl)cc1Cl)NNC(=O)Nc1ccccc1,-0.9,1.8,-11.3,3.1,-9.4,-2.5,0.0,-0.8,19.6
CC1CN=C(Nc2cccc(S(=O)(=O)N(C)C)c2)S1 (stereo not drawn),0.0,6.8,7.3,2.2,0.3,0.0,0.3,-1.9,19.0
Cc1ccc(-c2[nH]c3cc(C(=O)NCCCn4ccnc4)ccc3c(=O)c2O)cc1,-0.9,-52.3,-5.6,3.4,18.5,19.5,-0.2,1.5,16.0
O=C(NNC(=O)c1ccc(Br)s1)c1cccc(S(=O)(=O)N2CCCC2)c1,-0.2,-6.5,14.8,-1.9,1.8,1.1,-0.7,-3.7,21.2
Cc1nc(C)c(CC(=O)N2CCc3c([nH]c4ccccc34)C2c2ccccn2)s1 (stereo not drawn),-1.0,10.7,1.4,0.6,5.4,-2.3,-0.2,-0.7,-8.8
CN(C(=O)COC(=O)C1c2ccccc2Oc2ccccc21)C1CCS(=O)(=O)C1 (stereo not drawn),3.8,4.8,9.0,-2.3,14.7,30.2,-4.2,-2.5,11.8
Nc1nc(Cl)cc(NCCc2ccc(O)cc2)n1,4.9,-4.7,12.8,-1.2,4.5,5.8,3.7,-3.6,-8.7
CCOC(=O)c1c(NC(=O)CSc2nnc(-c3c[nH]c4ccccc34)n2CCOC)sc2c1CCCC2,-5.5,10.7,-1.1,-6.6,21.9,21.8,-0.1,-1.3,5.5
CCOC(=O)NC(=O)CSc1nnc(SCCC(=O)O)s1,-2.8,-2.7,3.6,-0.1,4.5,-4.0,0.0,-2.8,6.3
CCOc1ccc(-c2cc(N)n(S(=O)(=O)c3cccc4nsnc34)n2)cc1,-5.9,-4.4,-22.3,-2.3,-4.7,40.9,0.1,-2.9,5.4
Cc1cc(C)c(S(=O)(=O)N2CCN(C(=O)CN3C(=O)NC4(CCCC4)C3=O)CC2)c(C)c1,1.5,2.6,-5.1,-3.5,13.2,-8.6,0.1,-3.0,1.8
Cc1ccc(NC(=O)COC(=O)Cn2cnc3c2c(=O)n(C)c(=O)n3C)c(Cl)c1,-0.7,-7.5,0.6,-2.1,-10.7,-10.1,-3.3,-1.8,15.7
O=S(=O)(c1ccccc1)c1nc(-c2ccco2)oc1N1CCCCCC1,0.9,1.7,-6.2,1.1,33.9,35.2,0.2,-8.3,11.4
CN1CCc2c(sc(NC(=O)C3CCCN3S(=O)(=O)c3ccc(Cl)s3)c2C(N)=O)C1 (stereo not drawn),1.2,-3.4,26.2,-0.7,-6.1,1.1,-1.3,0.8,5.9
COc1ccc(NC(=O)C2CCCN(c3nn4c(=O)cc(C)nc4s3)C2)cc1 (stereo not drawn),-3.8,-10.9,18.0,1.7,-19.2,-4.4,-1.0,1.0,-1.5
CCn1c(=O)c(=O)[nH]c2cc(C(=O)NCc3ccc(F)cc3)ccc21,-1.9,12.1,8.4,-0.6,-7.4,0.7,-3.3,0.8,10.0
CC1CCCCC1NC(=O)CCn1c(=O)oc2ccccc21 (stereo not drawn),-1.0,19.6,3.3,-3.1,22.9,6.9,0.0,-2.4,6.0
Cc1cccc(OCC(=O)Nc2ccccc2N2CCCCC2)c1C,4.3,3.1,-6.5,-7.5,15.6,19.8,6.5,-2.4,12.2
CC(Sc1ccc2c(c1)OCCO2)C(=O)Nc1ccc2c(c1)OCO2 (stereo not drawn),-0.6,3.6,-7.0,-3.5,19.0,22.9,1.0,-1.0,5.4
COc1cc(C(=S)N2CCOCC2)cc(OC)c1O,1.1,-9.3,-3.9,-1.5,5.9,-3.6,1.7,-1.0,9.1

# Source: PubChem
